Screening data deposited in PubChem BioAssay by several laboratories.
STAT1 blocker: reduces IFN-gamma driven STAT1 reporter signal; 200,000 compounds, 0.35% hits; inhibition, % at 5.5 µM; NIH 3T3 STAT1-luciferase reporter, luminescence; AID 920;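 active = inhibition above a set limit, the mean inhibition across all tested compounds plus 3 SD, cut at about 34% in these data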;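 also: 0% = IFN-gamma with DMSO and 100% = IFN-gamma with 300 µM nifuroxazide; values of inactives mirror those of a sister screen read the other way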
STAT3 activator: STAT3 signaling activation | U3A cells, IL-6 STAT3-luciferase reporter, luminescence; 100% = signal with IL-6 EC80 alone | activation (% of control), % at 5.6 µM | 190,000 compounds, 0.91% hits | AID 871;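 active = activation above the screen-wide mean of compound activation plus 3 SD, cut at about 130% in these data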;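 also: 0% = background luminescence of wells with medium and substrate only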
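system = STAT3-luciferase reporter U3A cells | reagent = IL-6 stimulus at 33 ng/mL final | timing = 1 h compound pre-exposure, 6 h IL-6 stimulation, 37 °C | measured by = luminescence | evaluation = % activation versus median of IL-6-stimulated wells | control set = IL-6-only wells as 100% reference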
STAT3 inh: inhibitors of IL-6 induced STAT3 signaling | U3A cells, IL-6 STAT3-luciferase reporter, luminescence; host cell line lacks STAT1 | inhibition, % at 5.5 µM | AID 862 | 190,000 compounds, 0.89% hits;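 active = inhibition above the mean inhibition across all screened compounds plus 3 SD, cut at about 44% in these data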;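 also: 0% = DMSO only wells and 100% = 100 µM nifuroxazide control wells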
RAM network inh: blocks the yeast RAM network; 190,000 compounds, 1.8% hits; S. cerevisiae dse1pr::URA3 reporter, 5-FOA growth OD615, 2 d; analog-sensitive cbk1-as2 kinase mutant strain; inhibition, % at 50 µM; AID 868;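 active = inhibition above a set limit, 3 SD over mean compound inhibition, cut at about 8.4% in these data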;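 also: 0% = DMSO-only wells with no growth and 100% = 10 µM 1-NA-PP1 full growth; inhibition rescues growth on 5-FOA so higher OD means more RAM inhibition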
APP transl inh: APP translation inhibition | SH-SY5Y APP 5'UTR-luciferase reporter, luminescence | inhibition, % at 2 µM | 190,000 compounds, 0.82% hits | AID 1285;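 active = inhibition above a set limit, derived from the sample mean plus 3 SD, cut at about 45% in these data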; also: values of inactives mirror those of a sister screen read the other way
FLuc inhib CS: counter-screen for luciferase assay inhibitors: firefly luciferase inhibition; inhibition, % at 10 µM; P08659; AID 1006; ATPLite firefly luciferase biochemical luminescence, 10 min; 200,000 compounds, 1.5% hits;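 active = inhibition above about 50% when tested at 10 µM, limit read from the data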
Target sequence (P08659 whole entry, looked up): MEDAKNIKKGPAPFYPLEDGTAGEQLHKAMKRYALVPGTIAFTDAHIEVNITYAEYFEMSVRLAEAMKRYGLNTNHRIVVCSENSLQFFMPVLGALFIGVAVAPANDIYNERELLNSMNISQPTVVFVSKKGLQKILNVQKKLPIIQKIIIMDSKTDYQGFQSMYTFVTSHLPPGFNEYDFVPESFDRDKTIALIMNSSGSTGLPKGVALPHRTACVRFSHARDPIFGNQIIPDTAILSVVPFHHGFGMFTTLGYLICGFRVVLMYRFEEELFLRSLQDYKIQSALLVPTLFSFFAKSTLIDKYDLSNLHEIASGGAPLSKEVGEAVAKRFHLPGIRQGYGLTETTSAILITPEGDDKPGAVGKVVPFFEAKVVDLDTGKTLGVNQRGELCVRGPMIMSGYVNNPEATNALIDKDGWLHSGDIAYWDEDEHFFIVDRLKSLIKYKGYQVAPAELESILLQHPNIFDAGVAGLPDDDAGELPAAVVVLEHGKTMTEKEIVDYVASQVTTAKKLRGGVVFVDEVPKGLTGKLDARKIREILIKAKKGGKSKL
STAT1 act: increases IFN-gamma driven STAT1 reporter signal | activation (% of control), % at 5.5 µM | 200,000 compounds, 2.6% hits | NIH 3T3 STAT1-luciferase reporter, luminescence; 100% = IFN-gamma alone, no compound;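 active = activation above the screen-wide mean activation plus 3 SD, cut at about 130% in these data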;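 also: raw ratio to IFN-gamma control signal so 100% means no change and 0% no light; values of inactives mirror those of a sister screen read the other way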
APP 5'UTR act: APP 5'UTR luciferase reporter activation; SH-SY5Y APP 5'UTR luciferase reporter, luminescence; zero percent = DMSO vehicle wells; activation, % at 2 µM; 190,000 compounds, 1% hits;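 active = activation above a set limit, based on mean plus 3 SD of controls, cut at about 140% in these data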; also: values of inactives mirror those of a sister screen read the other way
Hsp70 activator: transcriptional activators of Hsp70 | HeLa Hsp70 promoter luciferase reporter, luminescence; scaled: vehicle 0, proteasome-inhibitor control 100% | activation, % at 10 µM | 200,000 compounds, 0.04% hits;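 active = activation above the mean across all tested compounds plus 3 SD, cutoff set per campaign, cut at about 5.5% in these data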;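 also: 100% = MG132 at 30 µM as the positive control and 0% = DMSO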
NF-kB expr up: raises NF-kB expression in human neuronal cells; NF-kB reporter expression; active compounds read high; fold change at 12.5 µM; 190,000 compounds, 1.6% hits; in the data active = fold change above about 3.3
* hit, by the source's call; x = no result given. Random draw from the library (roughly 7.7% active in at least one column).

entry | smiles | STAT1 blocker | STAT3 activator | STAT3 inh | RAM network inh | APP transl inh
1 | COc1ccc([N+](=O)[O-])cc1NC(=O)COC(=O)Cc1cc(OC)c(OC)c(OC)c1 | 0 | 97 | 2 | -0.1 | -5
2 | Cc1nc(C)c(CC(=O)N/N=C/c2ccc(O)cc2)c(=O)[nH]1 | 0 | 101 | -3 | 1.3 | 13
3 | Cc1cc(NC(=O)c2cc3n(n2)C(C(F)(F)F)CC(c2ccc(Cl)c(Cl)c2)N3)no1 (stereo unspecified) | 4 | 104 | 0 | 0.1 | 6
4 | COCCCn1c(C)nc2c(c1=O)c1nc3ccccc3nc1n2CCc1ccccc1 | 3 | 75 | 37 | 1.9 | -1
5 | O=C(N1CCCCCC1)N1CCN(C(=O)N2CCCCC2)CC1 | 3 | 97 | 8 | 0.9 | -2
6 | CC(C)(C)NCc1cc2ccccc2[nH]c1=O | 6 | 100 | 0 | 0.3 | 2
7 | CN(C)c1nc(SCC(=O)Nc2ccccc2)nc(N2CCOCC2)n1 | 10 | 85 | 23 | 5.3 | -7
8 | C=CCn1c(SCC(=O)Nc2c(C)n(C)n(-c3ccccc3)c2=O)nc2sc(C)c(C)c2c1=O | 9 | 89 | 12 | 1.0 | -5
9 | CC(=O)Nc1cccc(NC(C)=C(C#N)C#N)c1 | 0 | 105 | -8 | 1.8 | 14
10 | CCSc1nnc(NC(NC(C)=O)(C(F)(F)F)C(F)(F)F)s1 | 7 | 104 | 0 | 2.0 | -12
11 | COc1ccc(S(=O)(=O)N/N=C(/C)c2ccc(Cl)cc2)cc1 | -4 | 108 | 2 | -0.5 | -7
12 | CCOc1ccccc1N(CC(=O)NC1CCCCC1)S(C)(=O)=O | 3 | 101 | 5 | 2.5 | -7
13 | O=C(c1ccc2c(=O)n3c(nc2c1)CCCCC3)N1CCN(C(c2ccccc2)c2ccccc2)CC1 | 4 | 108 | -12 | -1.1 | -14
14 | COc1ccc2ccccc2c1/C=N/NC(=O)CC1(C)OCCCO1 | 1 | 100 | 1 | -0.9 | -32
15 | C[C@H](N)c1nnc(SCC(=O)c2ccc(Cl)cc2)o1 | 5 | 99 | 5 | 3.1 | -3

entry | FLuc inhib CS | STAT1 act | APP 5'UTR act | Hsp70 activator | NF-kB expr up
1 | -2 | 100 | 5 | 0.1 | 0.95
2 | -4 | 100 | -13 | -0.5 | 1.2
3 | -4 | 98 | -6 | -0.1 | 0.96
4 | -6 | 98 | 1 | -0.5 | 0.44
5 | -2 | 98 | 2 | -0.4 | 1.1
6 | -2 | 95 | -2 | -0.3 | 0.97
7 | 5 | 92 | 7 | 0.0 | 1
8 | -4 | 91 | 5 | -0.5 | 0.81
9 | -3 | 100 | -14 | -0.1 | 1.2
10 | -8 | 93 | 12 | -0.3 | 1
11 | -7 | 103 | 7 | -0.1 | 1.2
12 | 3 | 98 | 7 | -0.2 | 1.2
13 | -4 | 96 | 14 | -0.4 | 0.65
14 | -7 | 98 | 32 | -0.5 | 0.96
15 | -3 | 96 | 3 | -0.2 | 1.4

Two of these compounds in a different format:
no. | mol | STAT1 blocker | STAT3 activator | STAT3 inh | RAM network inh | APP transl inh | FLuc inhib CS | STAT1 act | APP 5'UTR act | Hsp70 activator | NF-kB expr up
14 | COc1ccc2ccccc2c1/C=N/NC(=O)CC1(C)OCCCO1 | 1 | 100 | 1 | -0.9 | -32 | -7 | 98 | 32 | -0.5 | 0.96
15 | C[C@H](N)c1nnc(SCC(=O)c2ccc(Cl)cc2)o1 | 5 | 99 | 5 | 3.1 | -3 | -3 | 96 | 3 | -0.2 | 1.4

(list continues)
entry | smiles | STAT1 blocker | STAT3 activator | STAT3 inh | RAM network inh | APP transl inh
16 | CCOC(=O)Cn1nc(C)c(NC(=O)c2cccc([N+](=O)[O-])c2)c1C | 4 | 106 | -2 | -1.1 | 8
17 | Cn1c(COc2ccccc2)nnc1SCC(=O)Nc1ccc(N2CCOCC2)c(Cl)c1 | 5 | 93 | 11 | 3.6 | 13
18 | COc1ccc(C2=NN(Cc3ccccc3)C3C(=O)NC(=O)C23)cc1 (stereo unspecified) | 5 | 103 | 1 | 0.5 | -14
19 | COc1ccccc1/C=N/n1c(N)c(C(=O)NC2CCCCC2)c2nc3ccccc3nc21 | -3 | 109 | 2 | 2.1 | -13
20 | Cc1ccccc1OCCSCc1nc2ccccc2[nH]1 | 11 | 100 | 2 | -0.2 | -9
21 | O=C(CSc1nncs1)N1c2ccccc2Sc2ccccc21 | 7 | 97 | 8 | 0.8 | -20
22 | Cc1ccc(SCC(=O)NCC(C)C)cc1 | -8 | 107 | -2 | 0.6 | -24
23 | CCOC(=O)c1[nH]c2ccc(F)cc2c1NC(=O)c1cc(OC)c(OC)c(OC)c1 | 8 | 86 | 26 | 2.7 | -3
24 | Oc1cccc2cc3cccc(O)c3c(O)c12 | -1 | 94 | 10 | 0.6 | -16
25 | CS(=O)(=O)Nc1ccccc1C(=O)Nc1cccc(Cl)c1 | 15 | 97 | 8 | 0.7 | 8
26 | CC1=NNC(=O)C1CCC(=O)N/N=C(/C)c1ccc([N+](=O)[O-])cc1 (stereo unspecified) | -4 | 100 | 2 | 0.8 | -6
27 | COc1ccc(C(=O)NNC(=O)CN2CCN(c3nc(-c4ccccc4)cs3)CC2)cc1 | 2 | 97 | 4 | 2.1 | 17
28 | CSc1cccc(NC(=O)CN(c2ccc(C)cc2C)S(C)(=O)=O)c1 | 2 | 95 | 10 | 3.5 | -12
29 | Cc1ccc(Cl)cc1NC(=O)C(NS(=O)(=O)c1cccs1)c1ccccc1 (stereo unspecified) | -3 | 106 | -9 | 1.7 | 30
30 | O=S(=O)(ON(c1ccccc1)S(=O)(=O)c1ccccc1)c1ccccc1 | -5 | 109 | -1 | 2.6 | 2

entry | FLuc inhib CS | STAT1 act | APP 5'UTR act | Hsp70 activator | NF-kB expr up
16 | -5 | 98 | -8 | -0.4 | 1.1
17 | 4 | 96 | -13 | -0.3 | 1.2
18 | -3 | 93 | 14 | -0.1 | 1.2
19 | -9 | 103 | 13 | -0.2 | 0.63
20 | 2 | 90 | 9 | -0.2 | 1
21 | -2 | 92 | 19 | -0.2 | 1.3
22 | -6 | 109 | 24 | -0.2 | 1.3
23 | -3 | 93 | 3 | -0.2 | 1.1
24 | -3 | 101 | 16 | -0.2 | 1.1
25 | 1 | 87 | -8 | -0.6 | 0.79
26 | 1 | 104 | 6 | -0.2 | 1.1
27 | -2 | 98 | -17 | -0.2 | 1.1
28 | -8 | 98 | 12 | 0.1 | 1
29 | -7 | 102 | -30 | -0.4 | 0.82
30 | -4 | 105 | -2 | -0.2 | 0.95

Further records follow:
entry | smiles | STAT1 blocker | STAT3 activator | STAT3 inh | RAM network inh | APP transl inh
31 | O=C(Sc1nnnn1C1CCCCC1)c1cccs1 | -1 | 102 | 4 | 0.2 | -9
32 | Cc1nn(Cc2cccc(C(=O)NC34CC5CC(CC(C5)C3)C4)c2)c(C)c1Br | 0 | 101 | 3 | 4.3 | -11
33 | Cc1ccc(S(=O)(=O)N2CCN(c3nc(C)nc4sc5c(c34)CCC(C)C5)CC2)cc1 (stereo unspecified) | 7 | 101 | -1 | 1.3 | -14
34 | CCOC(=O)c1c(NC(=O)COC(=O)c2nc(Cl)ccc2Cl)sc2c1CCC2 | -3 | 101 | 3 | 7.5 | -1
35 | C#Cc1ccc([C@H]2C=C(C(=O)N3CCOCC3)O[C@@H](OCC)[C@@H]2CCCO)cc1 | -3 | x | x | -0.2 | 2
36 | COc1ccc(NC(=O)CSc2nnc(Cc3cccs3)n2-c2ccc(C)cc2)cc1 | 21 | 85 | 17 | 3.1 | -7
37 | CCN(CC)c1ccc(C(=O)NC(=S)N2CCN(Cc3ccc4c(c3)OCO4)CC2)cc1 | -4 | 101 | 2 | 2.9 | 11
38 | O=[N+]([O-])c1cccc(-c2nnc(-c3ccc4c(c3)OCO4)o2)c1 | -46 | 90 | 10 | 3.1 | -87
39 | Cc1ccc(C)c(N2C(=O)c3cc(N4CCOCC4)c([N+](=O)[O-])cc3C2=O)c1 | -1 | 105 | -6 | 1.9 | -10
40 | CC(C)=CCC/C(C)=C/Cc1c(O)ccc(C(=O)/C=C/c2ccc(O)cc2)c1O | 0 | 92 | 7 | 15* | -11
41 | Cc1ccc(NS(=O)(=O)c2ccc(CCC(=O)N3CCCC3)cc2)cc1 | 9 | 91 | 13 | 1.9 | -4
42 | CCn1c(-c2ccco2)n[nH]c1=S | -5 | 99 | 5 | -0.9 | -3
43 | O=C1[C@@H]2C(c3ccccc3Cl)=NO[C@@H]2C(=O)N1Cc1ccccc1 | 6 | 98 | 2 | 1.8 | -7
44 | CCCn1nc(Oc2nc(NCC)nc(NCC)n2)ccc1=O | 1 | 95 | 10 | 0.4 | -17
45 | Oc1ccc2oc3c(c2c1)CCCC3 | 1 | 89 | 17 | -0.4 | 6

entry | FLuc inhib CS | STAT1 act | APP 5'UTR act | Hsp70 activator | NF-kB expr up
31 | -5 | 101 | 9 | -0.2 | 1.2
32 | -3 | 102 | 11 | 0.0 | 0.81
33 | -9 | 93 | 14 | 0.3 | 0.41
34 | 2 | 102 | 1 | -0.2 | 1.1
35 | -5 | 104 | -2 | -0.2 | 1
36 | -8 | 80 | 7 | -0.1 | 0.94
37 | 6 | 104 | -11 | -0.3 | 1.1
38 | 21 | 141* | 87 | 0.0 | 2.3
39 | -6 | 101 | 10 | -0.1 | 0.82
40 | -4 | 100 | 11 | -0.3 | 2
41 | -2 | 90 | 4 | -0.3 | 1.3
42 | -6 | 104 | 3 | -0.1 | 1
43 | -4 | 94 | 7 | -0.4 | 1
44 | -8 | 99 | 17 | 0.1 | 1.4
45 | 2 | 99 | -6 | 0.4 | 1.4

Other compounds.
entry | smiles | STAT1 blocker | STAT3 activator | STAT3 inh | RAM network inh | APP transl inh
46 | CCOC(=O)c1ccc(NC(=O)CN2C(=O)CSC2=O)cc1 | -14 | 102 | 1 | -0.6 | -10
47 | O=S(=O)(c1ccccc1)N(Cc1nc(-c2ccccc2)no1)C1CCCCC1 | -2 | 98 | 7 | 9.2* | -28
48 | COC(c1ccccc1)c1nnc(CCC(=O)N(C)CCCC2CCCC2)o1 (stereo unspecified) | -20 | 106 | -2 | 1.4 | -9
49 | CC1=CC(=C(C#N)c2nc3ccccc3s2)C=C(C)N1Cc1ccco1 | -2 | 89 | 17 | 2.8 | 2
50 | O=C(Oc1ccc(/C=N/n2cnnc2)cc1)c1cccc([N+](=O)[O-])c1 | -3 | 100 | 6 | 1.7 | 1
51 | CCOc1ccccc1N1CC(C(=O)N2CCc3ccccc32)CC1=O (stereo unspecified) | 5 | 98 | 5 | 0.3 | 2
52 | CC(=O)Oc1ccc(/C=c2\sc3ncnn3c2=O)cc1 | -2 | 94 | 11 | 1.5 | -9

entry | FLuc inhib CS | STAT1 act | APP 5'UTR act | Hsp70 activator | NF-kB expr up
46 | 17 | 113 | 10 | 0.0 | 1.5
47 | -3 | 102 | 28 | -0.2 | 0.83
48 | -3 | 117 | 9 | 0.3 | 1.8
49 | -2 | 102 | -2 | 0.1 | 1
50 | -5 | 101 | -1 | 0.0 | x
51 | -3 | 96 | -2 | -0.5 | 1.1
52 | -6 | 102 | 9 | -0.8 | 0.9
